Source: PubChem BioAssay (University of Kansas High Throughput Screening Laboratory)
Pf apPOL inh – Pf-apPOL DNA polymerase inhibition; Recombinant Pf-apPOL, molecular beacon fluorescence, 1.5 h; inhibition, % at 10 µM; hit rate 0.25% among 210,000
mHTT-CaM PPI inh – disrupts binding of mutant huntingtin to calmodulin; AID 1671202; hit rate 3.6% among 190,000; P42858; inhibition, % at 15 µM; AlphaScreen His-mHTT/GST-CaM binding, luminescence;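 further: 0% = both proteins with DMSO and 100% = one protein alone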
Numbers without * were called inactive; . = no result given; & = joins results of further samples. No stated cut-off is given here; in the data, active means inhibition above about 50%; inactive means the rest.

Below each compound – Pf apPOL inh, mHTT-CaM PPI inh
> Cc1cc(C)cc(N2C(=O)c3ccccc3NC2c2ccc3c(c2)OCO3)c1 (configuration not stated)
    -0.3, -14.0
> Cc1ccc(F)cc1NC(=O)CN1C(=O)CC(c2ccccc2)=Nc2cccnc21
    4.0, -8.7
> COc1ccc(C2=NN(C(C)=O)C(c3cc4ccccc4nc3Cl)C2)cc1OC (configuration not stated)
    -12.8, -3.0
> OCCCCn1c(-c2ccccc2)cc2ccccc21
    -6.6, .
> O=C1CC(C(=O)NC2CCCCC2)(c2ccccc2F)N1CCc1ccccc1 (configuration not stated)
    -7.7, 16.0
> O=C(Nc1ccc(I)cc1)c1ccc(CN2CCOCC2)cc1
    -1.0, -6.6
> COc1nccnc1NC1CCN(C(=O)c2cccc3[nH]ccc23)CC1
    -0.7, 8.9
> CC(C)=CCOc1ccc2c(c1)OC(=Cc1ccccc1)C2=O
    -8.0, -3.0
> Cn1c(C2CCN(S(=O)(=O)c3cc(F)ccc3F)CC2)cc(=O)n2nccc12
    -0.8, -1.5
> C#CCOCC1CCN(C(=O)CC2CCCCC2)CC1
    2.4, 8.0
> CNC(=O)C1CN(C(=O)c2cccc(OC)c2)CC12CCCC2 (configuration not stated)
    -5.7, -3.2
> Cc1cc([N+](=O)[O-])ccc1-c1ccc(C(=O)Nc2ccc(Cl)cn2)o1
    -0.6, 15.7
> O=C1CSC2(C(=O)Nc3ccccc32)N1c1ccc(Br)cc1 (configuration not stated)
    -4.4, 1.5&-4.0
> COc1ccc(C=C2Oc3c(CN(C)C)c(O)c(CN(C)C)c(C)c3C2=O)cc1OC
    -7.5, 10.8
> O=C(NCCN1CCCC1)c1cc2n(n1)CCCN(Cc1cccc(F)c1)C2=O
    -0.6, -5.9

Reprinted from the part before: three entries; new compounds follow.
Below each compound – Pf apPOL inh, mHTT-CaM PPI inh
> O=C1CSC2(C(=O)Nc3ccccc32)N1c1ccc(Br)cc1 (configuration not stated)
    -4.4, 1.5&-4.0
> COc1ccc(C=C2Oc3c(CN(C)C)c(O)c(CN(C)C)c(C)c3C2=O)cc1OC
    -7.5, 10.8
> O=C(NCCN1CCCC1)c1cc2n(n1)CCCN(Cc1cccc(F)c1)C2=O
    -0.6, -5.9
> Brc1ccc(-c2cnc3ncccc3n2)cc1
    ., 5.3
> COc1cc2c(cc1OC)CN(Cc1ccc(Br)s1)CC2
    -5.2, 8.1
> COc1ccc(CCNC(=O)Cc2c(C(=O)O)[nH]c3ccccc23)cc1OC
    -5.4, 2.0
> O=C(Nc1ccc(-c2ccc([N+](=O)[O-])cc2)cc1)c1ccc(F)cc1
    -0.7, -0.7
> Cc1cc(NC(=O)Cc2ccccc2)ccc1NC(=O)c1cccs1
    -1.2, -2.4
> NS(=O)(=O)c1ccc(NC(=O)c2ccc(F)cc2)cc1
    -1.1, 2.1
> Cc1ccc(F)cc1N1C(=O)CSC1c1ccc(F)cc1 (configuration not stated)
    -2.5, -3.0
> Cc1ccc(Cl)cc1NC(=O)CSc1nc2ccccc2[nH]1
    2.8, 0.0
> Cc1nc2c(C(=O)NC3CCCCC3)cnn2c(C)c1Cc1ccccc1F
    -9.1, 6.0
> Cc1ccc2c(c1)N(C(=O)c1cccc(C#N)c1)CCO2
    0.5, -10.8
> O=C(NCCn1nc(-c2cccs2)ccc1=O)Nc1cccs1
    5.6, 3.9
> CCc1cc2c(=O)c(-c3nc4ccccc4n3C)c(CCCC(=O)O)oc2cc1O
    0.9, -1.2
> COc1ccc(C(=O)Cn2c3ccccc3n3ncnc23)cc1
    0.0, -1.7
> COc1cccc(Oc2c(C(F)(F)F)oc3cc(O)ccc3c2=O)c1
    3.1, 1.9
> COc1ccc(Nc2nnc(C)c(=O)[nH]2)c(OC)c1
    0.6, -1.0

The listing continues:
Below each compound – Pf apPOL inh, mHTT-CaM PPI inh
> NS(=O)(=O)c1ccc(S(=O)(=O)NCC2CCCO2)cc1 (configuration not stated)
    -0.7, -4.8
> CSc1ccccc1NC(=O)C(=O)NCCn1nc(-c2ccco2)ccc1=O
    7.2, 32.3
> CC(C)c1noc(C2CCCCN2Cc2nc(-c3cccnc3)no2)n1 (configuration not stated)
    0.2, -8.4
> CC(C)(CO)NC(=O)CN1CCN(c2ccc3c(c2)OCO3)C1=O
    -5.2, -11.2
> Cc1ccc(NC(=O)N2CCn3cccc3C2C(C)C)cc1F (configuration not stated)
    -4.2, 7.8
> Cc1cc(N=Cc2ccc([N+](=O)[O-])o2)ccc1S(=O)(=O)O
    0.4, 14.0
> O=C(NCCCn1cccn1)C1CCN(c2nnc3ccccn23)CC1
    -3.1, -2.1
> COc1ccc(C(=O)Oc2ccc3c(c2)OC(=Cc2ccncc2)C3=O)cc1OC
    0.3, 4.1
> O=C(c1nnn2c1COC(c1ccc(Cl)cc1)C2)N1CCSCC1 (configuration not stated)
    2.6, 4.9
> CCC(=O)NCC1CCCN(C(=O)Nc2ccccc2C)C1 (configuration not stated)
    1.4, 4.3
> O=C(Nc1cccc(N2CCCN(Cc3ccccc3)C2=O)c1)C1CCC1
    4.7, -0.8
> O=C(CCS(=O)(=O)c1ccccc1)Nc1ccc(CC(=O)NC2CC2)cc1
    -8.0, -9.8
> COC(=O)c1sccc1-c1ccc(CN2CCC(c3ccccc3OC)CC2)o1
    -11.1, .
> Cc1ccc(C2Cn3nnc(C(=O)N4CCC(C(=O)NCCN(C)C)CC4)c3CO2)cc1 (configuration not stated)
    -5.1, 0.4
> Cc1ccc2c(c1)N(C)N=C(C(=O)N1CCCC1)S2(=O)=O
    0.9, -7.6

Looked up above.
Entry of Cc1ccc(NC(=O)N2CCn3cccc3C2C(C)C)cc1F (configuration not stated) under mHTT-CaM PPI inh: 7.8
Entry of CSc1ccccc1NC(=O)C(=O)NCCn1nc(-c2ccco2)ccc1=O under Pf apPOL inh: 7.2
Entry of O=C(NCCCn1cccn1)C1CCN(c2nnc3ccccn23)CC1 under mHTT-CaM PPI inh: -2.1
Entry of Cc1ccc(C2Cn3nnc(C(=O)N4CCC(C(=O)NCCN(C)C)CC4)c3CO2)cc1 (configuration not stated) under Pf apPOL inh: -5.1
Entry of Cc1ccc2c(c1)N(C)N=C(C(=O)N1CCCC1)S2(=O)=O under Pf apPOL inh: 0.9
Entry of COC(=O)c1sccc1-c1ccc(CN2CCC(c3ccccc3OC)CC2)o1 under Pf apPOL inh: -11.1
Entry of CCC(=O)NCC1CCCN(C(=O)Nc2ccccc2C)C1 (configuration not stated) under Pf apPOL inh: 1.4

(more compounds)
Below each compound – Pf apPOL inh, mHTT-CaM PPI inh
> COc1cc(OC)c2ccc(=O)oc2c1C(CCN1CCOCC1)c1ccc2c(c1)OCO2 (configuration not stated)
    -9.0, 41.1
> C=C(C)Cn1c(SCC(=O)Nc2ccccc2C)nc2sc3c(c2c1=O)CCCC3
    2.5, -2.7
> CN1CCN(c2c([N+](=O)[O-])c(=O)oc3ccc([N+](=O)[O-])cc23)CC1
    -0.2, -3.0
> CS(=O)(=O)NCc1ccccc1Br
    -8.7, -2.7
> C=CCNc1nc(-c2ccc([N+](=O)[O-])cc2)nc2ccccc12
    0.3, 16.0
> CC1(C)CC(N2CN(C3CC(C)(C)NC(C)(C)C3)CN(C3CC(C)(C)NC(C)(C)C3)C2)CC(C)(C)N1
    ., -5.2
> CCOC(=O)CCCN1C(=O)C(=Cc2ccc3c(c2)OCO3)SC1=S
    -5.8, 14.5
> Oc1ccccc1N=Cc1ccc2cccc(O)c2n1
    -4.8, 39.0
> O=c1oc2c(o1)=C(c1ccccc1)S(=O)(=O)C=2c1ccccc1
    26.2, .
> O=C(O)c1ccccc1SC1CC(=O)N(c2ccc([N+](=O)[O-])cc2)C1=O (configuration not stated)
    19.3, 13.3
> O=C(Nc1cnc(N2CCCCCC2)nc1)C1CCCC1
    -7.3, 1.5
> COc1cc(C=Nn2cnc3c(sc(=S)n3C)c2=O)ccc1O
    -3.4, .
> CN(C)S(=O)(=O)c1ccc(C(=O)Nc2ccccc2)cc1
    -8.4, -8.6
> C=CCNC(=O)C(=O)Nc1ccc(Cl)c(C(F)(F)F)c1
    -1.6, -3.0
> O=C1CN(C(=O)c2ccccc2F)C(c2ccccc2)c2cc(F)ccc2N1 (configuration not stated)
    -5.6, 4.0

Going on with the list.
Below each compound – Pf apPOL inh, mHTT-CaM PPI inh
> O=C(NCC(c1ccco1)N1CCN(c2ccccc2)CC1)c1ccco1 (configuration not stated)
    -8.2, 4.8
> Cc1ccc(NC(=O)N2CCn3c(C)ccc3C2C(C)C)cc1F (configuration not stated)
    1.2, 39.6
> O=C(NCc1ccccc1)C1CC(c2ccc(Cl)cc2)=NO1 (configuration not stated)
    -24.7&-27.0, .
> Cc1cccc(Nc2cc(C(=O)N3CCSCC3)nc3ccccc23)c1
    -4.9, 3.4
> O=C(c1ccc(Cl)s1)N1CCc2nc3cc[nH]n3c(=O)c2C1
    -1.8, -3.0
> O=C(Nc1cc(NC(=O)c2ccccc2Br)ccc1Cl)c1ccccc1
    -6.5, -8.0
> NC(=O)c1ccccc1NC(=O)c1cccnc1Cl
    6.3, 4.0
> O=C(NC1CC1)c1ccccc1OCC1CCN(C(=O)C2CC2)CC1
    -0.4, -1.7
> O=C(Nc1cc2cccc([N+](=O)[O-])c2oc1=O)c1cc([N+](=O)[O-])ccc1Cl
    1.5, 1.0
> O=c1cc(CSc2ncnc3c2sc2ccccc23)nc2ccccn12
    -9.6, 1.0
> CCN(CC)C(=O)c1cc2c(s1)CCC(C(=O)N1CCN(C3CCN(C)CC3)CC1)C2 (configuration not stated)
    -5.0, 2.5
> Cc1cc(C)c(C(=O)O)c(CC(C)(C)C(=O)O)c1
    -7.1, .
> CCN(CC)c1ccc(C=NS(=O)(=O)c2ccc(C)cc2)cc1
    7.0, 5.0
> c1ccc(CCN2CCN(Cc3ccccc3)CC2)cc1
    -3.6, 0.6
> CC(C)Oc1ccc(C(O)=C2C(=O)C(=O)N(c3ccccn3)C2c2cccs2)cc1 (configuration not stated)
    -6.0, 42.1

Already shown: an excerpt of the list.
Below each compound – Pf apPOL inh, mHTT-CaM PPI inh
> c1ccc(CCN2CCN(Cc3ccccc3)CC2)cc1
    -3.6, 0.6
> CC(C)Oc1ccc(C(O)=C2C(=O)C(=O)N(c3ccccn3)C2c2cccs2)cc1 (configuration not stated)
    -6.0, 42.1

More results.
Below each compound – Pf apPOL inh, mHTT-CaM PPI inh
> C/C=C(\C)CN1CCN(c2ccc(C)cc2)CC1
    -2.2, 1.4
> O=C(NCc1cccs1)C1CCCN(c2nnc3c(Cl)cccn23)C1 (configuration not stated)
    -1.9, 8.5
> COc1ccc(-n2nc(C(=O)Nc3ccc(C)cc3Br)c3ccccc3c2=O)cc1
    -5.1, -10.0
> CCn1c(C)c(CN2CCC(C(=O)NCCN3CCCCC3)CC2)c2ccccc21
    1.9, 9.2
> COc1cccc(N(CC(=O)Nc2ccccc2C(=O)N2CCCC2)S(C)(=O)=O)c1
    -5.6, -2.3
> CCOC(=O)N1CCN(C(=O)c2ccccc2NC(=O)c2ccc(F)cc2)CC1
    -7.7, -1.1
> Cc1ccc(S(=O)(=O)Nc2ccc(Nc3ccc(-n4cccn4)nn3)cc2)c(C)c1
    -1.5, 100.0*
> CCN(CC)/C(=C\C(=O)c1cccc([N+](=O)[O-])c1)c1ccccc1
    16.7, 6.0
> COc1ccccc1NC(=O)N1CCC(CNC(=O)c2nc3ccccc3s2)CC1
    -10.2, 19.4
> O=C(Nc1cc([N+](=O)[O-])ccc1C(=O)NCCN1CCOCC1)c1ccccc1
    -2.3, 6.9
> Cc1nonc1OCCNc1ccc([N+](=O)[O-])cc1[N+](=O)[O-]
    -3.4, 0.0
> NNC(=O)C1C(C(=O)NN)C1c1ccccc1 (configuration not stated)
    -3.7, .
> NNC(=O)c1cc(-c2ccccc2)n[nH]1
    4.5&-3.7, 5.5
> COc1cc(OC)c(OC)cc1/C=C1N=C(/C=C/c2ccc(Cl)cc2Cl)OC/1=O
    -3.3, -3.0
> COc1ccc(C(=O)N2CCC(Nc3ncnc4c3CCC4)CC2)cn1
    -0.2, -2.3

(listing goes on)
Below each compound – Pf apPOL inh, mHTT-CaM PPI inh
> CC(C)C[C@H]1COc2c(Cl)cccc2S(=O)(=O)N1Cc1ccc(F)cc1F
    -6.2, -29.2
> O=C(Nc1cccc(Cl)c1)c1cc2cc3ccc(Cl)cc3nc2o1
    -1.7, -4.0
> O=C(O)c1ccc(NC(=O)c2ccc([N+](=O)[O-])cc2)cc1
    6.4, -3.5
> O=C(Nc1nc2c(s1)CCCC2)c1ccc(N2CCOCC2)nn1
    -1.3, 13.7
> O=C(O)c1ccc(NC(=O)C23CC4CC(CC(C4)C2)C3)cc1
    -9.5, 3.7
> O=C(CN1C(=O)c2ccccc2C1=O)Nc1ccc(Sc2ccc([N+](=O)[O-])cc2)cc1
    -9.2, 8.9
> COc1ccc(CN(CCC2(C(C)C)CCOC(C)(C)C2)C(=O)c2ccco2)cc1 (configuration not stated)
    29.9, 27.6
> O=C(CN1CCC(C(=O)N2CCN(c3ncccn3)CC2)CC1)Nc1ccc(F)cc1
    -1.7, -2.7
> Fc1ccc(-c2nnc(C3CCN(Cc4cccnc4)CC3)o2)cc1
    -5.6, -5.0
> CCCCCn1c(SCC(=O)N2CCC(C(F)(F)F)CC2)n[nH]c1=O
    -6.6, .
> Cc1ccc(CNC(=O)c2ccc(-c3cncnc3)nc2)o1
    2.3, 4.6
> Cn1cnnc1C1CCCN(C(=O)c2ccc3ncccc3c2)C1 (configuration not stated)
    2.7, -1.2
> CCOc1ccc(N2CCN(CC(=O)NCCCN3CCCC3=O)C2=O)cc1
    -7.3, -17.0
> COc1ccccc1N1CCN(C(=O)c2cn3cccc(C)c3n2)CC1
    -2.4, 5.0
> Cc1ccc(C(=O)N(CC2CN(C(=O)c3ccccc3)CCO2)C2CCCC2)cc1 (configuration not stated)
    -2.7, 1.5
> O=C(c1ccc(C(F)(F)F)cc1)N1CCc2nc3cc[nH]n3c(=O)c2C1
    -1.2, -0.7
> O=C(CCNc1ccc(Br)cc1)c1ccc([N+](=O)[O-])cc1
    -3.6, 29.5
> O=C(C1CCCO1)N1CCC(c2cc(-c3ccc(F)cc3)n[nH]2)CC1 (configuration not stated)
    -4.2, 0.4

The list is partial. The share of hits here may be higher or lower than overall.
